# Screening results from PubChem BioAssay.
# PfGluPho inh – PfG6PD enzyme inhibitors, primary screen, biochemical, fluorescence intensity, uHTS; 350,000 tested, 0.78% active; PfGluPho enzyme, NADPH resazurin-diaphorase fluorescence; AID 504690, 2011; inhibition, % at 20 µM;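 active means inhibition reaching at least a set limit at 20 µM in the primary screen, cut at about 59% in these data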;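 further: 0% = DMSO wells with substrate and 100% = DMSO wells lacking glucose-6-phosphate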
# SENP1 inh – human SENP1 catalytic domain inhibitors, primary screen, biochemical, FRET, uHTS; 360,000 tested, 0.21% active; Sentrin-specific protease 1 (Homo sapiens), Q9P0U3; recombinant SENP1 catalytic domain, CyPet-SUMO1-YPet FRET cleavage; inhibition, % at 10 µM;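 active means inhibition at least 30% at 10 µM, raw YFP signal under a set limit, fluorescence ratio 0.5 to 1.5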;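 further: 0% = enzyme with DMSO and 100% = no enzyme wells; some results filed as inactive read as strong as hits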
# Target sequence (Q9P0U3 419-644 limits assumed): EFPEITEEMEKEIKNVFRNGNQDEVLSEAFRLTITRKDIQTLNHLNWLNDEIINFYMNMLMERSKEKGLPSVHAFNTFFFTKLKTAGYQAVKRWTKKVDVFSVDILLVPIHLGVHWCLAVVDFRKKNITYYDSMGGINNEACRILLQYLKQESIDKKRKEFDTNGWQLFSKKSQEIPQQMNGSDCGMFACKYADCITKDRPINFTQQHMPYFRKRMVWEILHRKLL
#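 Compound: 10 µM single point, 0.5% DMSO; Test system: hSENP1 catalytic domain, recombinant; Timing: 50 min reaction at room temperature; Technique: FRET, CFP and YFP emission; Control set: no-enzyme wells low, DMSO-plus-enzyme wells high control.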
# SENP8 block – human SENP8 protease inhibitors, primary screen, biochemical, fluorescence, Nedd8 protein substrate, uHTS; Sentrin-specific protease 8 (Homo sapiens), Q96LD8; recombinant SENP8; inhibition, % at 20 µM; 360,000 tested, 0.64% active; AID 602440, 2012; in the data active means inhibition mostly above about 40%, no sharp cut-off; inactive means mostly below about 27%
# Target sequence (Q96LD8 whole entry, looked up): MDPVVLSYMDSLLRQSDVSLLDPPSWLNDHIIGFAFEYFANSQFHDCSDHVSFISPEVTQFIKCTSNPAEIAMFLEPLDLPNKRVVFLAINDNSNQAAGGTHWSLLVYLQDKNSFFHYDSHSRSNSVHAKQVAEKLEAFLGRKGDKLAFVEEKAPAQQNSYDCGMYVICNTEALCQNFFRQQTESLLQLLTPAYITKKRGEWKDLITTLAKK
# Active calls of the source: *.
SMILES,PfGluPho inh,SENP1 inh,SENP8 block
CC1=C(C(=O)Nc2ccc(C(=O)NCCCN3CCCCC3C)cc2)SCCO1 (stereo unspecified),6,-9,13
O=C1NN(c2ccccc2)C(=O)C1=Cc1ccccc1,15,-1,10
Cc1ccc(NCC(=O)Nc2ccc(F)c(Cl)c2)cc1S(=O)(=O)N1CCOCC1,5,0,3
C#CCN(C[C@H]1[C@H](OC(=O)NCCCCCC)[C@H](OC(=O)NCCCCCC)C[C@H]2C(=O)N(c3ccccc3)C(=O)[C@@H]12)S(=O)(=O)c1ccc(C)cc1,-48,0,-6
COc1ccc([C@@H]2C[C@H]3[C@@H](CN2S(=O)(=O)c2ccccc2)C(=O)C[C@@H](c2cccc4ccccc24)N3S(=O)(=O)c2ccc(C)cc2)cc1,7,0,5
CCOCc1nc2nc(Cl)c(Cl)nc2[nH]1,26,-66,-154
Cn1cccc1CN1CCC[C@]2(N[C@H](c3ccc(C(F)(F)F)cc3)[C@@H]3C(=O)N(Cc4ccccc4)C(=O)[C@@H]32)C1=O,2,-3,14
Clc1ccc(Br)c(-c2nc3ccccc3[nH]2)c1,-3,1,-59
C[C@H]1CN([C@@H](C)CO)C(=O)CCCn2nncc2CO[C@H]1CN(C)C(=O)Nc1ccccc1,-22,1,11
COc1ccc(OC)c(C(=O)CCCCC(=O)c2cc(OC)ccc2OC)c1,5,0,-171

# Complete entries, looked up by structure. Values in the order: PfGluPho inh | SENP1 inh | SENP8 block
# COc1ccc(OC)c(C(=O)CCCCC(=O)c2cc(OC)ccc2OC)c1 is entered as 5 | 0 | -171
# CCOCc1nc2nc(Cl)c(Cl)nc2[nH]1 is entered as 26 | -66 | -154

# (further entries)
SMILES,PfGluPho inh,SENP1 inh,SENP8 block
COc1ccccc1S(=O)(=O)N(C)C[C@@H]1OCc2cnnn2CCCC(=O)N([C@H](C)CO)C[C@@H]1C,-20,-2,11
C[C@H]1CN([C@@H](C)CO)S(=O)(=O)c2ccc(C#CC(C)(C)O)cc2O[C@H]1CN(C)Cc1ccccc1,-4,-1,1
CC(=O)Nc1cccc(C(=O)Nc2cc(C(F)(F)F)ccc2-n2cncn2)c1,11,-3,12
COCC1CCN(C(=O)c2ccc3oc(CCc4ccccc4)nc3c2)C1 (stereo unspecified),2,4,14
CCOc1ccccc1C(=O)Nc1nnc(SCC(=O)N2CCCC2)s1,2,-2,-96
O=C(CN1C(=O)CSc2ccc(S(=O)(=O)N3CCOCC3)cc21)NCc1c(F)cccc1Cl,12,1,21
CCn1c(SCC(=O)NC2CC2)nc2ccccc21,2,3,16
O=[N+]([O-])c1ccc(N2CCN(Cc3ccccc3)CC2)c2c1no[n+]2[O-],29,36*,42*
C#CCN(C[C@@H]1[C@@H](OC(=O)NCc2ccccc2)[C@@H](OC(=O)NCc2ccccc2)Cn2c(=O)n(CCCCCC)c(=O)n21)S(=O)(=O)c1ccc(C)cc1,4,3,20
O=C(C[C@H]1C(=O)N(Cc2ccccc2)C[C@@H]1Cc1ccccc1)Nc1ccc(Br)cc1,9,2,21
C[C@@H]1CN([C@H](C)CO)S(=O)(=O)c2ccc(Br)cc2O[C@@H]1CN(C)C(=O)Nc1ccc(C(F)(F)F)cc1,14,1,10
FC(F)(F)C(F)(F)c1nc2nc(Cl)c(Cl)nc2[nH]1,-8,-24,-198
COc1cccc(-c2n[nH]nc2C2=CC(=O)C[C@H](c3ccc(F)cc3)C2)c1,-11,1,-54
COc1cc(C(=O)N(Cc2ccccc2)c2cccc(C)c2)ccc1OCC(=O)N1CCOCC1,1,-1,-1
Cc1ccccc1Nc1nc(N)nc(COC(=O)c2ccc3c(c2)OCCO3)n1,21,0,2
Cc1cn([C@H]2C[C@H](O)[C@@H](CNCc3ccc(C#CCCO)cc3)O2)c(=O)[nH]c1=O,10,0,16
C=CCn1c(SCC(=O)Nc2cc(C)on2)nnc1-c1ccncc1,6,0,10
CC(C)CC1C(=O)N(Cc2cn(CCC3OCCCO3)nn2)CCS(=O)(=O)N1Cc1ccc(-c2ccc(F)cc2)cc1 (stereo unspecified),8,1,9
C[C@@H]1CN([C@@H](C)CO)C(=O)c2cc(C#Cc3ccccc3)cnc2O[C@@H]1CN(C)Cc1ccccn1,3,-26,-46
CC1CCC2(CC1)NC(=O)N(CC(=O)Nc1ccc(N3CCCCC3)cc1)C2=O (stereo unspecified),22,0,14
Cc1ccc(CNS(=O)(=O)c2ccc(-n3cccn3)cc2)cc1,12,1,11
N#CC(c1ccccc1)C(CC(=O)c1ccccc1)c1ccccc1 (stereo unspecified),9,5,19
CCOc1ccc(OCC)c(NC(=O)C2C3C=CC(O3)C2C(=O)O)c1 (stereo unspecified),-8,1,8
Cn1c(SCC(=O)NC2CCCCC2)nnc1C(F)(F)F,5,0,15
Cc1ccc2ccccc2c1NC(=O)CNCc1ccccc1,18,2,0
Cc1ccsc1CN(C)CC(=O)N(C)CC(=O)Nc1c(Cl)cccc1Cl,-7,1,24
COC(=O)c1ccc(CSc2ccccc2NC(=S)Nc2cccc(C(F)(F)F)c2)o1,42,1,6
O=C(/C=C/c1ccccc1Cl)OCC(=O)N1CCc2ccccc21,20,1,14
CCCCCC(=O)N1C[C@@H](O)[C@H](n2cc(-c3ccc(F)cc3)nn2)C[C@@H]1c1ccc(C)cc1,-3,4,7
Cc1ccc([C@H]2C[C@H](O)[C@@H](n3cc(-c4ccc(F)cc4)nn3)CN2CC2CCCCC2)cc1,13,0,16
CSc1nsc(NN)n1,18,2,25
CCC(CC)c1nnc(NC(=O)Cc2c[nH]c3ccccc23)s1,14,-1,2
COCCn1c(=S)[nH]c2cc(C(=O)NCc3ccccc3)ccc2c1=O,0,-1,-10
CC(=O)c1ccc(NC(=O)c2cn(C)c(=O)c3ccccc23)cc1,-20,0,1
Cc1ccc(Nc2nc(C)cc(C)c2C#N)c(C)c1,0,1,-123
COc1cccc(-c2ccccc2C2=CC(=O)CC(C)(C)C2=O)c1,18,0,14
Cc1ccc(S(=O)(=O)N2CC3(O)CN(C(=O)OC(C)C)N(C(=O)OC(C)C)CC3(OC(=O)NCc3ccccc3)C2)cc1 (stereo unspecified),33,1,-1
Cc1ccccc1S(=O)(=O)N(C)C[C@@H]1OCc2cnnn2CCCC(=O)N([C@H](C)CO)C[C@H]1C,-25,0,-3
CC1=C(C(=O)N2CCOCC2)CC(CC(=O)NC2CC2)C(=O)N1Cc1ccc(C(C)(C)C)cc1 (stereo unspecified),-8,2,7
Cc1ccc(S(=O)(=O)N2C[C@H]3N(C(=O)OC(C)C)N(C(=O)OC(C)C)C[C@H](OC(=O)NC4CCCC4)[C@@]3(O)C2)cc1,30,0,1

# The last 3 entries of the part above open the next one:
SMILES,PfGluPho inh,SENP1 inh,SENP8 block
Cc1ccccc1S(=O)(=O)N(C)C[C@@H]1OCc2cnnn2CCCC(=O)N([C@H](C)CO)C[C@H]1C,-25,0,-3
CC1=C(C(=O)N2CCOCC2)CC(CC(=O)NC2CC2)C(=O)N1Cc1ccc(C(C)(C)C)cc1 (stereo unspecified),-8,2,7
Cc1ccc(S(=O)(=O)N2C[C@H]3N(C(=O)OC(C)C)N(C(=O)OC(C)C)C[C@H](OC(=O)NC4CCCC4)[C@@]3(O)C2)cc1,30,0,1
COc1ccccc1-c1noc2c1C(=O)NCC2,-6,2,9
COc1cccc(OC)c1C(=O)OCC(=O)NCC1CCCCC1,-10,-1,32
COc1ccc([C@H]2N[C@]3(CCCN(Cc4cccn4C)C3=O)[C@H]3C(=O)N(Cc4ccccc4)C(=O)[C@@H]23)cc1,5,0,0
O=C(COn1nnc2ccc(S(=O)(=O)N3CCOCC3)cc21)NCc1cccc(Cl)c1,6,3,13
O=[N+]([O-])c1ccc(O)c(C=NN2CCCCC2)c1,11,3,26
CCCCN1C(=O)C(CC(=O)NCCCN(C)C)CC(C(=O)N(CC)CC)=C1C (stereo unspecified),-6,3,5
Cc1ccc([C@H]2N[C@]3(CCCN(Cc4ccco4)C3=O)[C@H]3C(=O)N(Cc4ccccc4)C(=O)[C@@H]23)cc1,2,-1,5
O=C(Nc1ccccc1Cl)OCC#CCOC(=O)Nc1ccccc1Cl,8,3,10
Cc1oc(-c2ccc(F)cc2F)nc1CN1CCN(C(=O)c2ccco2)CC1,-10,-6,-26
COc1ccc(CCN2CC(C(=O)NCCCc3ccncc3)CCC2=O)cc1 (stereo unspecified),-13,2,-54

# A section of the results above:
SMILES,PfGluPho inh,SENP1 inh,SENP8 block
CC1=C(C(=O)Nc2ccc(C(=O)NCCCN3CCCCC3C)cc2)SCCO1 (stereo unspecified),6,-9,13
O=C1NN(c2ccccc2)C(=O)C1=Cc1ccccc1,15,-1,10
Cc1ccc(NCC(=O)Nc2ccc(F)c(Cl)c2)cc1S(=O)(=O)N1CCOCC1,5,0,3
C#CCN(C[C@H]1[C@H](OC(=O)NCCCCCC)[C@H](OC(=O)NCCCCCC)C[C@H]2C(=O)N(c3ccccc3)C(=O)[C@@H]12)S(=O)(=O)c1ccc(C)cc1,-48,0,-6
COc1ccc([C@@H]2C[C@H]3[C@@H](CN2S(=O)(=O)c2ccccc2)C(=O)C[C@@H](c2cccc4ccccc24)N3S(=O)(=O)c2ccc(C)cc2)cc1,7,0,5
CCOCc1nc2nc(Cl)c(Cl)nc2[nH]1,26,-66,-154

# Later entries
SMILES,PfGluPho inh,SENP1 inh,SENP8 block
Cn1c(SCC(=O)NC2CCCCC2)nc2c(c1=O)SCC2,-16,-1,2
O=C(Nc1ccc(Cl)cc1)c1cc(S(=O)(=O)N2CCCCC2)ccc1N1CCOCC1,12,3,13
COc1ccc(-c2cc3nc(C)c(C)c(N4CCN(C(=O)c5ccoc5)CC4)n3n2)cc1,16,2,-227
COC(=O)c1ccccc1N=NNc1ccc([N+](=O)[O-])cc1,5,0,30
COc1ccc(C2CCc3cc(OC)c(OC)cc3C2NC=O)cc1OC (stereo unspecified),-8,2,-51
C[C@@H]1CCCCO[C@H](CN(C)Cc2ccc(C(=O)O)cc2)[C@@H](C)CN([C@H](C)CO)C(=O)c2cc(N(C)C)ccc2O1,41,1,-15
O=C(Nc1ccn(CCCNC2CCN(Cc3ccccc3)CC2)c(=O)n1)OCc1ccccc1,10,-2,16
COCCCN(Cc1cc(OC)c(OC)c(OC)c1)C(=S)Nc1cccc(Cl)c1,0,14,12
Cc1cc2nc(CN(C)C(=O)C3CCC(=O)N(C4CCCC4)C3)[nH]c2cc1C (stereo unspecified),14,3,2
O=C(Nc1ccn(CCCN2CCN(c3ncccn3)CC2)c(=O)n1)OCc1ccccc1,17,-2,8
CC(=O)c1c(C)[nH]c(C(=O)OC(C)C(=O)NC2CCCCC2)c1C (stereo unspecified),-7,0,24
C[C@H](CO)N1C[C@H](C)[C@@H](CN(C)Cc2ccccn2)Oc2ncc(Br)cc2C1=O,-5,0,2
COc1ccc(-n2ncc3c(SCC(=O)OC(C)C)ncnc32)cc1,9,1,-27
O=C(COC(=O)c1cncc(Br)c1)Nc1ccc(S(=O)(=O)N2CCOCC2)cc1,-2,-44,-1
NS(=O)(=O)c1ccc(CCNC(=O)C2CCCN2C(=O)c2cccs2)cc1 (stereo unspecified),-11,0,11
O=C(NCCCN1CCOCC1)c1cccc(S(=O)(=O)N2CCc3ccccc32)c1,10,-2,16

# The list is partial; count on the stated rates, not on these rows.
